# Bioassay records as filed in PubChem BioAssay.
# H9c2 TAG inh – reduces triacylglycerol accumulation in H9c2 cells. Nile Red lipid (TAG) fluorescence; cells loaded with 200 µM oleic acid. 230,000 compounds, 0.66% hits. AID 651582. inhibition, % at 12.5 µM;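 active = pattern-corrected inhibition of lipid staining of at least 50% with the nuclear-stain viability signal not falling by more than 50%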;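 also: 0% = DMSO wells and 100% = triacsin C control wells; some results filed as inactive read as strong as hits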
# H9c2 TAG inh DAPI viability – also measured in H9c2 TAG inh; calls as there; DAPI nuclei signal change (viability), lower = more cytotoxic, %;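 whole-well DAPI fluorescence read on a plate reader as a viability signal; minus 50 percent equals half of cells still viable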
# Active calls of the source: *. Only part of the results is shown (hit frequency here may not be typical).
# The line under a structure holds: H9c2 TAG inh DAPI viability, H9c2 TAG inh
CCOC(=O)C1=NS(=O)(=O)NC(C)=C1
 : 20, -23
O=C(c1cnc(N2CCN(c3ccccn3)CC2)c2ccccc12)N1CCN(c2cccc(Cl)c2)CC1
 : 26, -13
O=S1(=O)CC2N=C(N(Cc3c(F)cccc3Cl)c3ccccc3F)SC2C1 (configuration not stated)
 : 11, -27
CC(C)(C)NCC1(CO)SC(N)=NC1=O (configuration not stated)
 : 16, -7
CC(C)NS(=O)(=O)c1ccc(CCC(=O)N2CCCC2)cc1
 : 3, 4
COc1ccc(C(=O)CSc2n[nH]c(=O)[nH]c2=O)cc1
 : -6, 14
CCc1nc2ccc(C(=O)NCCCN3CCCC3=O)cn2c1N(CCC(C)C)CCN(C)C
 : 4, 12
NCCCCCNC(=O)c1nc[nH]c1C(=O)NCC(=O)OCc1ccccc1
 : 1, 7
COCCNC(=O)c1cnn2c(C(F)F)cc(-c3ccc(C)cc3)nc12
 : 21, 38
Cc1cccc(OCCSc2nc(N)cc(N)n2)c1
 : -2, -6
CN(N=Cc1ccccc1)C(=S)Nc1ccccc1
 : 4, 1
CC(C)[C@@H](N)C(=O)N/N=C/c1ccc2nccnc2c1
 : 14, -3
CC(C)(C(=O)N1CCC1(C)C(=O)NS(=O)(=O)c1cccc(Cl)c1)c1ccccc1 (configuration not stated)
 : -1, 6
Cc1ccc(N=Nc2c(C)[nH]n(-c3ccccc3)c2=O)c(C)c1
 : -14, 26
COc1ccc(CC(=O)Nc2ccccc2C(=O)NCCc2ccccc2)cc1
 : -3, -17
CCN(Cc1ccncc1)C(=O)c1ccco1
 : 10, -8
Cn1c(=O)oc2cc(S(=O)(=O)NCc3ccncc3)ccc21
 : 14, -53
CC(=O)c1cnn(-c2ccccc2)c1C
 : 7, 4
Cc1nnsc1C(=O)N1CCN(c2cc(C(F)(F)F)ccn2)CC1
 : -7, 16
C=CCN(Cc1nc(-c2cc(OC)c3c(c2)OCO3)oc1C)C1CCS(=O)(=O)C1 (configuration not stated)
 : 9, -4
O=C(NCC1CCCO1)c1onc(CSc2ccccc2F)c1C(=O)O (configuration not stated)
 : 0, -7
CN(Cc1cn(Cc2ccccc2)nc1-c1ccc2c(c1)OCO2)Cc1nccn1C
 : 5, -6
Cc1cccc(NC(=O)CN(C)C(C)C(=O)Nc2ccc(S(=O)(=O)N3CCCC3)cc2)c1C (configuration not stated)
 : 7, 10
CC(=O)C[C@H]1c2ccccc2S(=O)(=O)N1C1CCCCC1
 : 4, 1
Cc1c(NC(=O)C(C)Sc2ccc3ccccc3n2)c(=O)n(-c2ccccc2)n1C (configuration not stated)
 : 7, 3
Cc1nn2c(=O)c(NC(=O)c3ccc(Cl)cc3)cnc2s1
 : 7, -2
O=C(COC(=O)c1ccc[n+]([O-])c1)Nc1ccc(Cl)cc1[N+](=O)[O-]
 : 3, 10
COc1ccc(NC(=S)N2CCN(c3ncccn3)CC2)cc1
 : 4, -4
COc1ccc(C2CC(=O)C(C=NCCO)=C(O)C2)cc1OC (configuration not stated)
 : 2, 2
c1ccc2c(c1)c1c3n2CCNC3CCC1 (configuration not stated)
 : 21, 2
C(=N\c1nccs1)/c1cccnc1
 : 1, -2
COc1ccc(-n2c(CN3CCN(c4ccccn4)CC3)nc3ccc([N+](=O)[O-])cc3c2=O)c(OC)c1
 : 1, -2
N#Cc1c(N)nc(SCC(=O)C23CC4CC(CC(C4)C2)C3)c(C#N)c1-c1ccc(Cl)cc1
 : 16, 13
CSc1ncccc1C(=O)OCC(=O)Nc1ccc2c(c1)CCC2
 : -6, -8
CCOC(=O)CNC(=O)c1cn(CC(C)C)c(=O)c2cc(OC)c(OC)cc12
 : -14, 13
Cc1cc(C)n(-c2nc3c(c(=O)n(C)c(=O)n3C)n2CCO)n1
 : 7, -10
O=C(Nc1ccc2oc(=O)c(C(=O)O)cc2c1)Oc1ccccc1
 : -4, 2
Cc1ccnc(NC(=O)c2cc(S(=O)(=O)NCc3ccccc3)ccc2C)c1
 : -1, 4
Cc1ccc2nc3c(cc(C(=O)NCc4ccccc4)c(=N)n3CCCn3ccnc3)c(=O)n2c1
 : 73, 32
CC1(C(=O)Nc2cccc(OC(F)(F)F)c2)Cc2c(-c3ccc4c(c3)OCO4)ccnc2O1 (configuration not stated)
 : -7, 12
CCOC(=O)c1sc(Nc2ccc(Br)cc2)nc1C
 : 7, -2
Cc1ccc(Cl)c(OCC(O)CN(CCO)CCO)c1 (configuration not stated)
 : 5, -3
NC(=O)c1ccc(-n2c(CCC(=O)O)ccc2-c2cccs2)cc1
 : 3, 0
O=C(COC(=O)c1c2c(nc3ccccc13)/C(=C/c1cccc([N+](=O)[O-])c1)CCC2)NC1CCS(=O)(=O)C1 (configuration not stated)
 : 4, 21
CCN(C(=O)COC(=O)c1c(C)nsc1NC)c1ccccc1
 : -1, -8
Cc1ccccc1C(=O)NCC(=O)OC(C)C(=O)NC(C)CCc1ccccc1 (configuration not stated)
 : 6, 3
O=c1[nH]c(=O)n(C2OC(CO)C(O)C2O)cc1N1CCOCC1 (configuration not stated)
 : -3, -3
Cc1ccc(N2CC(C(=O)NCc3n[nH]c(=O)c4ccccc34)CC2=O)cc1C (configuration not stated)
 : -1, -17
CCc1cc2c(SCC(=O)Nc3ncc(Cl)c(C)c3Cl)ncnc2s1
 : -2, 3
Cn1c2ccccc2c(=O)c2ccc(NCCc3cccs3)cc21
 : 14, -49

# Entries of single compounds, looked up by structure. Order of values: H9c2 TAG inh DAPI viability	H9c2 TAG inh
# `NCCCCCNC(=O)c1nc[nH]c1C(=O)NCC(=O)OCc1ccccc1` reads 1	7
# `Cc1cc(C)n(-c2nc3c(c(=O)n(C)c(=O)n3C)n2CCO)n1` reads 7	-10
# `CC1(C(=O)Nc2cccc(OC(F)(F)F)c2)Cc2c(-c3ccc4c(c3)OCO4)ccnc2O1` (configuration not stated) reads -7	12
# `COc1ccc(C2CC(=O)C(C=NCCO)=C(O)C2)cc1OC` (configuration not stated) reads 2	2
# `C(=N\c1nccs1)/c1cccnc1` reads 1	-2

# (next part)
# The line under a structure holds: H9c2 TAG inh DAPI viability, H9c2 TAG inh
CCOC(=O)C1=C(N)Oc2c(oc(CO)cc2=O)C1c1ccc(F)c(F)c1 (configuration not stated)
 : 6, -4
Cn1nnnc1SCCNC(=O)C1CCC(=O)N(Cc2ccc(Cl)cc2)C1 (configuration not stated)
 : -4, -32
CCOc1ccc(CNCc2cccnc2)cc1
 : -5, 9
CCOC(=O)c1c(C)[nH]c(C(=O)N(C)CC(=O)Nc2ccc(OCC)c(OCC)c2)c1C
 : 7, -26
COc1ccc([C@H]2[C@@H]3C=CCC[C@@]3(C)C(=O)N2Cc2ccccc2)cc1Cl
 : -4, 2
COc1ccc(NC(=O)CN(C)C(=O)c2cc3c(s2)CCC(C)C3)cc1 (configuration not stated)
 : -5, -2
O=C(O)COc1ccc(/C=N/NC(=O)C2CCCN2S(=O)(=O)c2ccc(Cl)cc2)cc1 (configuration not stated)
 : 4, -2
CCCC(=O)C1=C(O)C(C(=O)OC)C(C)(C)CC1=NCCc1ccc(OC)c(OC)c1 (configuration not stated)
 : -2, -4
COC(=O)C1CCN(c2cc(Cl)nc(N)n2)CC1
 : 5, 0
O=S(=O)(c1cccc(-c2nnc(-c3cccnc3)o2)c1)N1CCCCC1
 : 4, 0
Cc1ccccc1C(=O)OCC(=O)Nc1cccc(S(=O)(=O)NC2=NCCC2)c1
 : -7, 15
Cc1cc(C)c(NC(=O)CNC(=O)COC(=O)CNC(=O)c2ccc(Cl)cc2Cl)c(C)c1
 : -9, -6
Cc1ccc(C)c(NC(=O)CN(C)C(=O)c2nn(C)c(=O)c3ccccc23)c1
 : 2, 4
CCCCCCCN1CCN=C1Nc1ccccc1
 : 3, 19
Cc1ccc(S(=O)(=O)NC(=O)NCc2ccc(Cl)cc2)cc1
 : 5, -6
CC1(C)c2ccccc2N2CC(=O)N[C@@]21/C=C/C=C/c1ccccc1
 : -1, -15
O=C(/C=C/c1ccccc1)OCc1cncs1
 : -1, 12
COC(=O)COc1ccccc1/C=C1/NC(=O)NC1=O
 : 8, -24
COc1cc(CNc2ccc(CNc3ncn[nH]3)cc2)ccc1OCc1ccccc1
 : 0, -15
O=C(CNC(=O)Cc1ccccc1)NCC(=O)OCC(=O)c1ccc(F)cc1
 : -10, 4
O=C(NCC(c1ccco1)N1CCc2ccccc21)c1ccccc1Br (configuration not stated)
 : 3, -14
COc1ccc(OC)c(C(c2nnnn2CC2CCCO2)N2CCN(C3CCCC3)CC2)c1 (configuration not stated)
 : -13, 3
CCCCN(C(=O)CSc1nnc(-c2ccc(OC)cc2)n1C(C)C)c1c(N)n(Cc2ccccc2)c(=O)[nH]c1=O
 : 8, -12
CCOC(=O)C(NCc1ccccc1)(NC(=O)c1ccccc1)C(F)(F)F (configuration not stated)
 : 4, 11
O=C(N/N=C/c1ccccc1O)C1SCCCS1
 : -13, 28
O=C(COc1cccc2cccnc12)NCc1cccs1
 : 1, -2
CN(C)C(=O)c1cccn(Cc2ccc(C(F)(F)F)cc2)c1=O
 : -8, 14
O=C(N/N=C/c1ccncc1)c1cccc(S(=O)(=O)N2CCCC2)c1
 : -6, 7
CC1CCN(c2ccc(S(=O)(=O)NC3=NCCCCC3)cc2[N+](=O)[O-])CC1
 : 3, -14
C=CCNc1nc2cc(-c3ccccc3C)sc2c(=O)n1C
 : -23, 26
CCCNC(=O)NC(=O)CSc1ccc(C)cc1C
 : -9, -5
O=C(c1ccncc1)N1CCN(C(=O)c2ccco2)CC1
 : -2, 0
C=C1CCN([C@@H](C)C(=O)OCc2ccc(C)cc2)S(=O)(=O)c2ccccc21
 : -12, 13
CCOC(=O)c1ccc(NC(=O)CC2Sc3ncnn3C2=O)cc1 (configuration not stated)
 : -3, 6
N#Cc1ccccc1NS(=O)(=O)c1cc2c3c(c1)CCC(=O)N3CCC2
 : -3, -3
Cc1cccc(Nc2ncnc(N)n2)c1
 : -1, 6
COC(=O)C1CCN(C(=O)COc2cc3sc(C)nc3c3sccc23)CC1
 : -13, 5
COc1ccc(Cl)cc1N1C(=O)CC(N2CCc3ccccc32)C1=O (configuration not stated)
 : -2, 2
O=C(NCCN1CCCCC1)Nc1ccc([N+](=O)[O-])cc1
 : -2, 11
CCNC(=S)N(CCc1c(C)[nH]c2ccc(C)cc12)Cc1ccco1
 : -2, 5

# Another view of 3 compounds above.
CCCNC(=O)NC(=O)CSc1ccc(C)cc1C
- H9c2 TAG inh DAPI viability: -9
- H9c2 TAG inh: -5

O=C(c1ccncc1)N1CCN(C(=O)c2ccco2)CC1
- H9c2 TAG inh DAPI viability: -2
- H9c2 TAG inh: 0

C=C1CCN([C@@H](C)C(=O)OCc2ccc(C)cc2)S(=O)(=O)c2ccccc21
- H9c2 TAG inh DAPI viability: -12
- H9c2 TAG inh: 13

# Following part:
# The line under a structure holds: H9c2 TAG inh DAPI viability, H9c2 TAG inh
CC(C)NCC(=O)C12CC3CC(CC(C3)C1)C2
 : -5, 11
Cc1oc(=O)cc(OCc2ccccc2)c1C
 : 8, 7
COc1cc(Cl)ccc1OC1(C)CCN(Cc2cccn2-c2nccs2)C1 (configuration not stated)
 : 21, -10
COc1ccc(NC(=O)[C@H](C)NS(=O)(=O)c2ccc(NC(C)=O)cc2)cc1Cl
 : 6, -10
COc1ccc(/C=C2\SC(=S)N(CCCCCC(=O)Nc3cc(C)on3)C2=O)cc1OC
 : 1, -12
O=C(c1ccoc1)N1CCN(c2cc(-c3cccc(F)c3)nc3cc(-c4cccc(Cl)c4)nn23)CC1
 : 119*, 57*
CCOc1ccccc1NC(=S)N1CCCCCC1
 : 0, -14
COCCNC(=O)C(c1ccncc1)N(Cc1ccccc1)C(=O)Cn1nnc2ccccc21 (configuration not stated)
 : 3, -7
COc1ccc(C(=O)Nc2ccc(S(=O)(=O)Nc3nccc(C)n3)cc2)cc1OC
 : -15, 1
C[C@@]12CCC3[C@@](CCC4[C@@]3(C)CCC[C@@]4(C)C(=O)N3CCCCC3)(CC1=O)C2 (some centres not stated)
 : 1, -18
COc1ccc(OC)c(NC(=O)Nc2nc(CN(C)C)cs2)c1
 : 13, 2
CN1C(=O)c2ccccc2N(C)C1c1ccc2c(c1)OCO2 (configuration not stated)
 : 5, -22
c1cc(-c2noc(CC3CCCCC3)n2)ccn1
 : -14, 12
CC1=C(C(=O)Nc2ccc([N+](=O)[O-])cc2)C(c2cccc(C(F)(F)F)c2)NC(=S)N1c1ccccc1 (configuration not stated)
 : 9, -113
CC(=O)NCCNC(=O)c1ccc(NC2=NC3CS(=O)(=O)CC3S2)cc1 (configuration not stated)
 : -7, 2
O=C(OCC(=O)N1CCN(c2ccccc2)CC1)c1ccccc1[N+](=O)[O-]
 : 15, 3
CCOC(=O)C(CO)NC(=O)C1(NC(C)=O)CCCC1 (configuration not stated)
 : -3, -3
CC1CC(C)CN(C(=O)COc2ccc([N+](=O)[O-])cc2Cl)C1 (configuration not stated)
 : -1, 6
Cc1ccc(C(=O)C(C(=O)/C=C/c2ccccc2)=C2SCCCS2)cc1
 : -8, -28
Cc1ccc(CCNC(=O)CN2C(=O)CSc3ccc(S(=O)(=O)N4CCOCC4)cc32)cc1
 : -11, 10
NNc1ncnc2sc3c(c12)CCC3
 : 0, 2
Cc1ccc(NC(=O)Cc2cn3ccsc3n2)nc1
 : 3, -15
CC(C)C1(CCNC(=O)c2cccs2)CCOC(C)(C)C1 (configuration not stated)
 : 8, 1
COc1ccccc1CCC(=O)Nc1cccc(S(=O)(=O)N2CCCCCC2)c1
 : -4, -16
CC1(C)CC2CC(C)(CN2C(=O)c2cccs2)C1 (configuration not stated)
 : 13, -27
COc1ccc(S(=O)(=O)N(Cc2ccccc2)Cc2nc(-c3ccccc3)no2)cc1
 : -9, -40
NS(=O)(=O)c1ccc(CNC(=S)NCc2ccc(F)cc2)cc1
 : -5, 5
COCC(C)NC(=O)CCc1nnc(C2(c3ccc(Cl)cc3)CCC2)o1 (configuration not stated)
 : 0, -5
O=C1NCCN(Cc2ccc(Cl)c(F)c2)C1CC(=O)N1CCc2ccccc2C1 (configuration not stated)
 : 7, 7
